# Compound activity as filed in PubChem.
# aSyn rescue: rescues yeast growth from alpha-synuclein toxicity. Yeast expressing alpha-synuclein, growth rescue, BacTiter-Glo, 24 h. Potency, µM (highest dose often 46.1 µM), inactives show at the highest dose growth rescue (activation), most hits filed as activators. 0.14% of 370,000 active. AID 652106; note: % of control where 0% means no effect; nearly all actives have a fitted effect of over 65% in size
#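 Galactose-induced alpha-syn yeast (OD600=0.02, raffinose-pregrown) + pinned cpd, 24 hr, 30 deg C; growth by BacTiter-Glo luminescence. Growth restoration scores as activation.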
# FUS suppressor: FUS proteinopathy suppression in yeast; S. cerevisiae FUS-expressing, growth rescue, OD600, 24 h; Potency, µM (doses to about 76.6 µM), inactives show top-dose growth rescue (activation), usual class: activators; 0.24% of 390,000 active; AID 1347120;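 note: plate controls were DMSO vehicle for no effect and reference control for full effect; nearly all actives have a fitted effect of over 55% in size; some results filed as inactive show a strong effect at the top dose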
#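 Cultures pregrown in 2.5% raffinose medium are shifted to minimal medium containing 2% galactose to express toxic FUS. Compounds are tested at several concentrations. After 24hr at 30C, growth is quantified at 600 nm absorbance.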
# EPAC1 antag: antagonists of human EPAC1. Potency, µM (highest dose often 115 µM), inactives show top-dose activity change, negative = inhibition, actives largely listed as inhibitors. AID 720709. O95398. 0.14% of 360,000 active. EPAC1 GEF assay, Rap1b-BODIPY-GDP exchange fluorescence;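 note: plate controls were vehicle for no effect and positive control for full effect; nearly all actives have a fitted effect of over 50% in size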
# Target sequence (O95398 whole entry, looked up): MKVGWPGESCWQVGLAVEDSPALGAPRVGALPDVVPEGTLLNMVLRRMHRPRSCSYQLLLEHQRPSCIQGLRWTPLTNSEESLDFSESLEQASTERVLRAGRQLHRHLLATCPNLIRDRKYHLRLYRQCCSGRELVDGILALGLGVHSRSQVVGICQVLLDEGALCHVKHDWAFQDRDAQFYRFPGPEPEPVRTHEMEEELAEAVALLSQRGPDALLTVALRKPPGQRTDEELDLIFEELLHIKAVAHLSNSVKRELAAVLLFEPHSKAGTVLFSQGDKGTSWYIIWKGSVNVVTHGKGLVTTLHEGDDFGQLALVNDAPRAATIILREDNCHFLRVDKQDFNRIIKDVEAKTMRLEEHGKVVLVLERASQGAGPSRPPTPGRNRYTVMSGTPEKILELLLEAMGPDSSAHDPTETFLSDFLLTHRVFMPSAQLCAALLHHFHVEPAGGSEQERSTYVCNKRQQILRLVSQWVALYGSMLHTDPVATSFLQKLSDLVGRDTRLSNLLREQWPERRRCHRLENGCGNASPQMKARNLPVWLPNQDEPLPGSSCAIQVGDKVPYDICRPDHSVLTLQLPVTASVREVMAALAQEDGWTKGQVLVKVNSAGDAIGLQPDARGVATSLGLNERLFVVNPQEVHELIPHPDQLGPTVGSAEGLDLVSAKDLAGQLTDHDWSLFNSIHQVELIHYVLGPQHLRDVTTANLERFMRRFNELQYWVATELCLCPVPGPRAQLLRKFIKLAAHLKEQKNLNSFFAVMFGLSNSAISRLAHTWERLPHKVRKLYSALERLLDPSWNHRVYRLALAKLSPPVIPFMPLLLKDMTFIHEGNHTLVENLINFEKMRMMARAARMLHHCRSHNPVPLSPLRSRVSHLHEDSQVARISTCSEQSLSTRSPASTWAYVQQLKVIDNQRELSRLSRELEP
# TDP43 rescue: inhibitors of TDP-43 toxicity in yeast; 1.8% of 410,000 active; Potency, µM (top dose mostly 46.1 µM), inactives show top-dose growth rescue (activation), actives largely listed as activators; TDP-43 expressing yeast growth rescue, BacTiter-Glo, 24 h; note: % of control where 0% means no effect; nearly all actives have a fitted effect of over 50% in size
#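 Growth rescue of TDP-43-toxic yeast measured as ATP luminescence (BacTiter-Glo). Cells grown to mid-log in raffinose, induced in galactose at OD600=0.02, exposed to compound 24 hr at 30 deg C.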
# EPAC2 antag: blocks human EPAC2 exchange factor | Potency, µM (highest dose often 114 µM), for inactives: top-dose activity, negative = inhibition, actives largely listed as inhibitors | 0.18% of 360,000 active | EPAC2 GEF exchange of Rap1B-BODIPY-GDP, fluorescence | AID 720708; note: % is set by controls: 0 for no effect and ±100 for the full control effect; nearly all actives have a fitted effect of over 45% in size; many of its hits are not listed in these tables
# EPAC1 agonist: agonists of human EPAC1 | Potency, µM (top dose mostly 154 µM), without a hit: at the top dose activation, most hits filed as activators | 0.073% of 360,000 active | EPAC1 agonist qHTS, biochemical assay; response scale: 100% = response to 6.5 mM cAMP; note: nearly all actives have a fitted effect of over 60% in size
#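 Normalized to 6.5 mM cAMP, activity reflects EPAC1-catalysed release of BODIPY-GDP from Rap1B, followed kinetically over 30 min at 480 nm excitation, 540 nm emission. Reaction contained 100 nM EPAC1, 250 nM Rap1B-BODIPY-GDP, 50 uM GDP.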
# PTHR1 agonist: agonists of human PTHR1 parathyroid hormone receptor; HEK293 GP2 PTHR1 cells, GloSensor cAMP luminescence, 1 h; Potency, µM (titrated, usually from 115 µM), for inactives: at the highest dose activation, most hits filed as activators; Q03431; 0.075% of 410,000 active; AID 743266; note: nearly all actives have a fitted effect of over 55% in size; some results filed as inactive show a strong effect at the top dose; inactives centre near -15; many of its hits are not listed in these tables
#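 HEK-293-derived GP2 cells expressing PTHR1 and a GloSensor cAMP reporter, 3,000/well, plated overnight, given luciferin plus IBMX (each 0.5 mM as added) for 1 h at 37 °C, then compound for 1 h at 37 °C. Luminescence was read after 15 min at room temperature.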
# EPAC2 agonist: agonists of human EPAC2 (RAPGEF4); Q8WZA2; EPAC2 activation, biochemical qHTS; response scale: 100% = 6.5 mM cAMP response; Potency, µM (titrated, usually from 154 µM), for inactives: at the highest dose activation, most hits filed as activators; 0.079% of 360,000 active; AID 720711; note: nearly all actives have a fitted effect of over 50% in size
#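 Guanine nucleotide exchange by EPAC2 is measured as reduced fluorescence of BODIPY-GDP once it is released from 250 nM Rap1B. Plates are read kinetically for 30 min at room temperature; results are scaled to 6.5 mM cAMP.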
# Numbers without * were called inactive; i = inactive; ? = inconclusive; . = no result given; & = joins results of further samples; [ ] = another dose, or the depositor's remark. Calls come from the whole dose curve; as a rule, active = well fitted curve in the direction sought with a large enough effect; inconclusive = small, poorly fitted or top-dose-only effect, or another doubt; inactive = no such curve, though single readings can be large; an effect the other way counts as inactive or inconclusive. Potency is the fitted concentration of half-maximal effect.
No.	structure	aSyn rescue	FUS suppressor	EPAC1 antag	TDP43 rescue	EPAC2 antag	EPAC1 agonist	PTHR1 agonist	EPAC2 agonist
1	NC(=O)COC(=O)c1ccccc1SCC(=O)NC1CCCCCCC1	5%	10%	7%	8%	-9%	3%	-16%	10%
2	O=C(Nc1ncccc1O)c1cc2ccccc2o1	-19%	-7%	9%	-13%	2%	8%	-38%[inhibitor]	-1%
3	O=C(C1=C[C@@H](c2ccc3c(c2)OCO3)C[C@@H](OCCCCO)O1)N1CCN(Cc2ccc3c(c2)OCO3)CC1	0%	11%	-3%	10%	0%	-5%	i	8%
4	CCS(=O)(=O)N1Cc2ccccc2CC1C(=O)Nc1nc(C)cs1 (stereo not drawn)	6%	30%	4%	-1%	-9%	3%	-53%[inhibitor]	-2%
5	CC1CCN(C(=O)CCc2nnc3ccc(N4CCC5(CC4)OCCO5)nn23)CC1	0%	0%	-15%	-27%	-9%	-6%	i	0%
6	Cc1cnc(C(=O)OCc2ccc(Br)cc2F)cn1	1%	2%	9%	-3%	-3%	9%	i	-1%
7	COCCSc1ccccc1C(=O)N1CCN(c2ccccc2OC)CC1	4%	-25%	-18%	13%	-4%	-1%	i	7%
8	O=C1C(NS(=O)(=O)c2cccs2)=C(N2CCN(c3cccc(C(F)(F)F)c3)CC2)C(=O)c2ccccc21	18%	?	-13%	-24%	-21%	-6%	-19%[57.5 µM]	-4%
9	CCCS(=O)(=O)NC(=O)C1(C)CCCN(C(=O)c2cc(C)n(C(C)(C)C)n2)C1 (stereo not drawn)	3%	-6%	-3%	23%	-5%	4%	-8%	0%
10	Cn1nc(C(C)(C)C)cc1C(=O)N1CCCCC1c1cc(C(=O)Nc2ccccc2)no1 (stereo not drawn)	12%	38%	-11%	10%	-9%	3%	i	11%
11	Cc1cnc(C)c(N2CCC(C(=O)NCc3cccs3)CC2)n1	3%	4%	8%	-9%	8%	1%	i	6%
12	Cc1nn(CCCC(=O)Nc2cc(Oc3ccc(F)cc3)cc([N+](=O)[O-])c2)c(C)c1[N+](=O)[O-]	13%	.	-12%	-18%	13%	3%	-76%[inhibitor]	18%
13	COc1cc(OC)cc(-c2nn[nH]n2)c1	-3%	-5%	-1%	2%	3%	7%	-21%	28%
14	CC(C(=O)OCC(=O)Nc1ccc(S(N)(=O)=O)cc1)N1C(=O)c2ccccc2C1=O (stereo not drawn)	2%	.	-6%	3%	-8%	0%	-66%[inhibitor]	-1%
15	Cc1cc(Cl)ccc1OCCCC(=O)NCc1ccccn1	8%	8%	14%	19%	-3%	1%	-5%	-6%

# Reprinted at random: 5 records from the list
No.	structure	aSyn rescue	FUS suppressor	EPAC1 antag	TDP43 rescue	EPAC2 antag	EPAC1 agonist	PTHR1 agonist	EPAC2 agonist
5	CC1CCN(C(=O)CCc2nnc3ccc(N4CCC5(CC4)OCCO5)nn23)CC1	0%	0%	-15%	-27%	-9%	-6%	i	0%
14	CC(C(=O)OCC(=O)Nc1ccc(S(N)(=O)=O)cc1)N1C(=O)c2ccccc2C1=O (stereo not drawn)	2%	.	-6%	3%	-8%	0%	-66%[inhibitor]	-1%
7	COCCSc1ccccc1C(=O)N1CCN(c2ccccc2OC)CC1	4%	-25%	-18%	13%	-4%	-1%	i	7%
1	NC(=O)COC(=O)c1ccccc1SCC(=O)NC1CCCCCCC1	5%	10%	7%	8%	-9%	3%	-16%	10%
12	Cc1nn(CCCC(=O)Nc2cc(Oc3ccc(F)cc3)cc([N+](=O)[O-])c2)c(C)c1[N+](=O)[O-]	13%	.	-12%	-18%	13%	3%	-76%[inhibitor]	18%

# More structures follow.
No.	structure	aSyn rescue	FUS suppressor	EPAC1 antag	TDP43 rescue	EPAC2 antag	EPAC1 agonist	PTHR1 agonist	EPAC2 agonist
16	COc1ccccc1NC(=O)CC(NCc1ccccc1)C(=O)O (stereo not drawn)	-2%	.	-17%	0%	2%	3%	3%	21%
17	Cc1ccc2[nH]c(=O)c(C(c3nnnn3CC3CCCO3)N3CCc4ccccc4C3)cc2c1 (stereo not drawn)	2%	20%	-5%	-11%	-1%	0%	i	8%
18	NCCCCCCNS(=O)(=O)c1cccc2c(Cl)cccc12	1%&0%	-19%	-22%	?	9%	-4%	-22%	-4%
19	Cc1cccc(NC(=O)COC(=O)c2nn(C)c(=O)c3ccccc23)c1C	-5%	4%	9%	17%	-4%	1%	-59%	4%
20	O=C(CCNS(=O)(=O)c1cccs1)N1CCc2ccccc2C1	-4%	-6%	5%	8%	7%	6%	-14%	-3%
21	O=C(N/N=C/C1CCCCC1)c1ccccn1	-4%	17%	-8%	7%	0%	2%	-1%[57.5 µM]	1%
22	COc1cc(NC(=O)c2cccs2)c(OC)cc1NC(=O)CCC(=O)Nc1ccc(C)cc1	-3%	-7%	-15%	-9%	1%	9%	12%	-4%
23	Cc1ccsc1C(=O)N1CCCC(CCC(=O)N2CCN(c3ccccn3)CC2)C1 (stereo not drawn)	-1%	-22%	1%	16%	4%	5%	-78%[inhibitor]	6%
24	CCN(CCn1cccn1)C(=O)CCc1nnc(CCc2ccccc2OC)o1	-3%	8%	-3%	-11%[0.397 µM]	2%	-1%	-11%	4%
25	CCC(C)(C)NC(=O)C(c1ccc(F)cc1)N(Cc1ccc(OC)cc1)C(=O)c1cnccn1 (stereo not drawn)	-7%	17%	-12%	14%[9.22 µM]	-2%	-2%	i	-1%
26	Cc1ccc(C(=O)CN2C(=O)NC3(CCCCC3C)C2=O)s1 (stereo not drawn)	-2%	39%	-15%	9%	4%	6%	6%	9%
27	CCC1CCCCN1CCCNC(=O)Cn1c2ccccc2c2nc(=O)cc(C)n21 (stereo not drawn)	-6%	1%	-14%	3%	-9%	-12%	i	-6%
28	CCOc1ccc(NC(=S)c2ccncc2)cc1	1%	.	-1%	21%	8%	-4%	-19%	0%
29	Fc1ccc(CN2CCN(C(=S)NCCc3ccccc3)CC2)c(Cl)c1	5%	-21%	-20%	20%	-14%	-19%	-5%	0%
30	Cc1cc(Cl)ccc1OCCCC(=O)NN	-6%	0%	6%	-4%	-4%	14%	-22%	7%
31	COCCNC(=O)c1c(CS(=O)(=O)c2ccccc2)noc1C(=O)NCc1ccccc1	5%	11%	-13%	5%	4%	-22%	i	-6%
32	CC(=O)Nc1cccc(NC(=O)CS(=O)(=O)c2cn(CC(=O)N(C(C)C)C(C)C)c3ccccc23)c1	1%	18%	11%	17%	3%	1%	i	-9%
33	CCC(Oc1ccccc1)C(=O)Nc1ccsc1C(=O)OC (stereo not drawn)	4%	.	-4%	7%	?	1%	-47%[inhibitor]	-3%
34	N#C/C(=C\c1ccc2c(c1)OCCO2)C(=O)Nc1ccc(C(=O)O)cc1	-5%	17%	-11%	13%	2%	11%	-48%[inhibitor]	5%
35	CC(=O)c1c(N2CCN(c3ccc(F)cc3)CC2)nc(=S)n(Cc2ccccc2)c1C	-1%	.	-23%	-10%	-4%	-2%	-14%	-8%
36	CCCC(=O)NC(c1ccc(C)cc1)c1ccc2cccnc2c1O (stereo not drawn)	23%	14%	-18%	3%	?	6%	i	-8%
37	Cc1cccc(C)c1NC(=O)C1(N(Cc2ccco2)C(=O)CC2NC(=O)NC2=O)CCCC1 (stereo not drawn)	-26%	9%	7%	-6%	3%	-11%	i	4%
38	COc1cc(O)oc1C=Nc1ccc(Cl)cc1	-6%	19%	3%	16%	3%	2%	i	0%
39	CSc1ncccc1C(=O)NCCc1ccccc1F	6%	5%	-8%	6%	-26%	6%	i	2%
40	Cc1ccc(OCCNC(=O)c2cc(-n3cnnc3)ccc2Cl)cc1C	3%	11%	3%	-10%	0%	4%	-21%[57.5 µM]	6%
41	O=C(Oc1ccccc1)c1cc(O)c(O)c(O)c1	-4%	-11%	-3%	-21%	-10%	7%	-19%	8%
42	O=C(NCc1cccnc1)c1ccc(NS(=O)(=O)c2ccc(F)cc2)cc1	-1%	-13%	1%	8%	20%	4%	i	4%
43	COc1ccc(NS(=O)(=O)c2cccc(C(=O)NCC(c3ccc(OC)cc3)N3CCCC3)c2)cc1 (stereo not drawn)	-5%	34%	-5%	8%	-1%	-3%	-1%	-2%
44	Cc1c(Br)c(-c2n[nH]c(=S)n2Cc2ccco2)nn1C	15%	.	1%	19%	10%	-12%	i	-2%
45	CCC(=O)Nc1ccc(-c2csc(NNC(C)=O)n2)cc1	0%	6%	-1%	-5%	-33%	11%	-11%	-2%

# Part of the list above in order of count of non-hydrogen atoms, low to high.
No.	structure	aSyn rescue	FUS suppressor	EPAC1 antag	TDP43 rescue	EPAC2 antag	EPAC1 agonist	PTHR1 agonist	EPAC2 agonist
34	N#C/C(=C\c1ccc2c(c1)OCCO2)C(=O)Nc1ccc(C(=O)O)cc1	-5%	17%	-11%	13%	2%	11%	-48%[inhibitor]	5%
31	COCCNC(=O)c1c(CS(=O)(=O)c2ccccc2)noc1C(=O)NCc1ccccc1	5%	11%	-13%	5%	4%	-22%	i	-6%
43	COc1ccc(NS(=O)(=O)c2cccc(C(=O)NCC(c3ccc(OC)cc3)N3CCCC3)c2)cc1 (stereo not drawn)	-5%	34%	-5%	8%	-1%	-3%	-1%	-2%

# (next part)
No.	structure	aSyn rescue	FUS suppressor	EPAC1 antag	TDP43 rescue	EPAC2 antag	EPAC1 agonist	PTHR1 agonist	EPAC2 agonist
46	CCN(CC)CCCNC(=O)c1cc2c(-c3cccc(OC)c3)nn(C)c2s1	8%	-12%	13%	-12%	7%	10%	-7%	-2%
47	CC(=O)c1cccc(-c2ccnc3c2CC(C(=O)Nc2cccc(C(F)(F)F)c2)O3)c1 (stereo not drawn)	22%	39%	-15%	0%	9%	-3%	-59%[inhibitor]	18%
48	Cc1ccc(-c2nnn(CC(=O)N(c3cccc(F)c3)C(C(=O)NC(C)(C)C)c3ccco3)n2)o1 (stereo not drawn)	1%	9%	-29%	-3%	-17%	-14%	1%	-10%
49	O=[N+]([O-])c1ccccc1S(=O)(=O)c1ccccc1	9%	-19%	7%	?	-18%	0%	i	8%
50	Cc1cccc(NC(=O)c2cc(NC(=O)C3CCCCC3C(=O)O)ccc2N2CCCCC2)c1 (stereo not drawn)	1%	42%	-19%	0%	-2%	2%	-59%[inhibitor][57.5 µM]	0%
51	Cc1cccc(NS(=O)(=O)c2ccc(C(=O)NCCCN3CCCC3=O)cc2)c1C	1%	-4%	15%	5%	2%	3%	-45%[inhibitor]	2%

# These rows are one share of the data. The share of hits here may be higher or lower than overall.
